Source: PubChem (ICCB-Longwood Screening Facility, Harvard Medical School)
Polio RdRp inh = inhibitors of poliovirus RNA polymerase binding and polymerization; P03300; poliovirus polymerase elongation, fluorescence polarization; stronger effect = lower value; % elongation, % (compound at 16.7 µg/mL); hit rate 0.66% among 150,000; in the data active = % elongation below about 90%; note: some results filed as inactive read as strong as hits
Target sequence (P03300 1749-2209 limits assumed): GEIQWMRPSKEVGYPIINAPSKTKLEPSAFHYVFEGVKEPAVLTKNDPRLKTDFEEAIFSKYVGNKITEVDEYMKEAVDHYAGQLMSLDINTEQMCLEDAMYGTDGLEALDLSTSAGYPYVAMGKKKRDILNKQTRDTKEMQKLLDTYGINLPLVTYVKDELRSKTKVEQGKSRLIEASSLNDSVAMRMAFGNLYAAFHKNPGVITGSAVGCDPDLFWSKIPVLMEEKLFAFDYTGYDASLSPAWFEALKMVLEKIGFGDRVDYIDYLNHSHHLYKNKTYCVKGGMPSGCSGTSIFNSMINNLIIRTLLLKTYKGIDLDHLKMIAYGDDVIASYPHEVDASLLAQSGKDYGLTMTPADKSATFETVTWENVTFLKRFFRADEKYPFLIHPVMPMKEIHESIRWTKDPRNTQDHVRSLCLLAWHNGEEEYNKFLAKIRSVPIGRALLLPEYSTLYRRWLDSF
Polio RdRp inh FP z-score = recorded beside Polio RdRp inh, whose call it bears; z-score; measured here: FP z-score; hits read low
The depositor's hits bear a star; & = joins results of further samples.

SMILES	Polio RdRp inh	Polio RdRp inh FP z-score
CC(Sc1nnc(Nc2ccccc2F)s1)C(=O)Nc1ccccc1 (centres undefined)	101	0
N#Cc1ccc(C=NCCN2CCNC2=O)cc1	100	-0.5
CCc1ccc(-c2nc(CSCC(=O)NC3CC3)c(C)o2)cc1	103	0.5
COc1ccc(OCC(=O)OCc2cc(=O)n3cc(C)sc3n2)cc1	102	-0.9
Cc1ccc(C)c(-n2nnc(-c3nc(-c4ccc(Cl)cc4)no3)c2N)c1	114	-0.1
Cc1ccc(C)c(NC(=S)N(C)C)c1	99	-0.3
O=C1NC(=Nc2cccc(Cl)c2Cl)S/C1=C/c1ccco1	104	0.5
NS(=O)(=O)c1ccc(NC(=O)C2CCCNC2=O)cc1 (centres undefined)	101	0
COc1ccccc1CNC(=O)CO/N=C/c1cccs1	103	0.1
CC(=O)N1CC(C)Oc2cc(S(=O)(=O)N(C)Cc3ccccc3)ccc21 (centres undefined)	103	0.1
CN1CCN(C(=O)Nc2cccc(Cl)c2)c2cccnc21	109	1.4
CCn1cnc2ccc(N3Cc4ccccc4C3=N)cc21	103	0.7
COc1cccc2cc(-c3nc4ccc(C)cc4[nH]3)c(=O)oc12	107	0.2
Cc1cc(C)c2nc(C)cc(Nc3cccc(C(=O)O)c3)c2c1	101	-0.6
CCCNS(=O)(=O)c1c[nH]c(C(=O)OC)c1	102	-0.2
N#C/C(=C\c1ccccc1)C(=O)Nc1cccc2c(=O)[nH][nH]c(=O)c12	100	-0.3
Cc1c(C(=O)NCCc2ccc(Cl)cc2)sc2nc3n(c(=O)c12)CCCC3	105	-0.3
CCN1CCCC1CNc1ncnc2onc(-c3ccc(F)cc3)c12 (centres undefined)	104	0.4
CCOC(=O)c1cc2c(ccn2-c2ccc(F)cc2)n1CC(=O)N1C(C)CCCC1C (centres undefined)	106	1.6
CCCCCn1c(=O)c2ccccc2n2c(CN3C(=O)c4ccccc4C3=O)nnc12	100	-0.6
COC(=O)CC1OC(=O)c2ccccc21 (centres undefined)	103	0
CCCn1nc(C(=O)N/N=C/c2ccc(O)cc2)c2ccccc2c1=O	104	-0.2
c1ccc(CC2CCN(Cc3nnc(-c4ccc5c(c4)OCO5)o3)CC2)cc1	103	0.4
N#Cc1c(-c2ccccc2Cl)cc(C2CC2)nc1N	101	-0.2
COc1ccc(CNC(=O)Cc2csc3nc(-c4ccc(C)cc4)cn23)cc1	111	1.1

Part of the list above in order of SMILES length, ascending.
SMILES	Polio RdRp inh	Polio RdRp inh FP z-score
COC(=O)CC1OC(=O)c2ccccc21 (centres undefined)	103	0
CN1CCN(C(=O)Nc2cccc(Cl)c2)c2cccnc21	109	1.4
CC(Sc1nnc(Nc2ccccc2F)s1)C(=O)Nc1ccccc1 (centres undefined)	101	0
CCc1ccc(-c2nc(CSCC(=O)NC3CC3)c(C)o2)cc1	103	0.5
N#C/C(=C\c1ccccc1)C(=O)Nc1cccc2c(=O)[nH][nH]c(=O)c12	100	-0.3

(further entries)
SMILES	Polio RdRp inh	Polio RdRp inh FP z-score
CN(CC(=O)Nc1sccc1C#N)Cc1ccccc1	105	0.5
COc1ccc(-c2nc(Cn3c(SCc4cccc(C(F)(F)F)c4)nc4cccnc43)c(C)o2)cc1OC	110	0
O=C(CC(C(=O)O)n1ccnc1)c1ccc(C2CCCCC2)cc1 (centres undefined)	95	-1
O=C(Nc1ncc(C(F)(F)F)cc1Cl)c1cc2c(s1)CCC2	103	0.2
CCOC(=O)c1nc(NCc2cccnc2)c2ccccc2n1	100	-0.1
O=C(CCC(=O)n1ncc2ccc(Cl)cc21)NC1CCCc2ccccc21 (centres undefined)	105	0.6
COC(=O)c1cc2occc2n1Cc1nc(-c2ccccc2)oc1C	109	1
O=C1CCCC2=C1C(c1ccc(N3CCOCC3)cc1)c1c([nH]c(=O)[nH]c1=O)N2 (centres undefined)	101	0.1
NC(=O)CSc1oc(-c2ccco2)nc1S(=O)(=O)c1ccc(Cl)cc1	103	-0.8
COc1ccc(OC)c(NC(=O)Cc2coc3ccc(C(C)C)cc23)c1	112	-0.2
CC(C)(C)c1ccc(CC/C=N/O)cc1	102	0.6
COc1ccc(N2CCN(CNC(=O)c3ccccc3)CC2)cc1	103	0.5
Cc1cccc(C)c1NC(=O)CCCn1c(=O)c2cccn2c2ccccc21	113	1.1
CCC(C)C(NC(N)=O)C(=O)Nc1ccc(S(=O)(=O)Nc2ccc(OC)cc2)cc1 (centres undefined)	106	0.4
CC(Oc1ccccc1)C(=O)N1CCN(C(=O)C(C)Oc2ccccc2)CC1 (centres undefined)	100	-1
CC1CCCCN1C(=O)CSc1nnc(C2CCCCC2)o1 (centres undefined)	103	0.3
O=C1C=C(SCC(=O)c2ccccc2)SC(c2ccc(Cl)cc2)C1 (centres undefined)	105	0
N#CCSc1nc(-c2ccccc2)c(-c2ccccc2)o1	101	-0.3
CC1(C)CC(=O)c2sc(NC(=O)CCCc3ccccc3)nc2C1	103	-0.2
CCC1CCCCN1C(=O)c1cnn(-c2ccc(C)cc2)c1-n1cccc1 (centres undefined)	101	-0.7
CCOC(=O)c1cncc(C#CCOC(=O)c2ccc(Cl)cn2)c1	103	0
O=C(NOC(=O)c1cccs1)c1ccccc1	101	-0.2
CCn1c(C)cc2c(c1=O)C(C(C)C)C(C#N)=C(N)O2 (centres undefined)	107	1.1
O=C(Nc1ccccc1Cl)C1CCC1	102	0.1
CCOc1ccc(C(=O)NCCc2csc(-c3ccc(C(F)(F)F)cc3)n2)cc1OCC	106	-0.3

The listing continues.
SMILES	Polio RdRp inh	Polio RdRp inh FP z-score
COc1ccc(NC(=O)CSc2nnc(NC(=O)Nc3ccccc3)s2)c(OC)c1	111	1
Cc1ccccc1C(=O)NC(=S)N1CCC(C)CC1	99	-0.3
Cc1cc(-c2ccc(F)cc2)nc2cc(C(=O)Nc3ccccc3C(F)(F)F)nn12	103	0.1
O=C(O)c1cccc(-n2cccc2)c1	102	0.1
Cc1ccc(-n2nc(C)c(/C=N/N3CCOCC3)c2Cl)cc1	100	-0.3
COc1ccccc1CNC(=O)C1CCN(S(=O)(=O)c2ccc3[nH]c(=O)ccc3c2)CC1	108	0.2
CN(c1ccccc1)C1CCCCC1NS(=O)(=O)c1ccccc1 (centres undefined)	103	0.3
O=C(NCCOc1ccccc1Cc1ccccc1)c1ccc2c(c1)OCO2	107	0.3
Cc1ccn2c(Nc3ccccc3C)c(-c3ccncc3)nc2c1	111	0.6
COC(=O)c1cnn(-c2ccccc2)c1N	102	-0.2
CC(NC(=O)c1ccc(Br)o1)c1ccccc1 (centres undefined)	103	0.1
CC1=C(C)C(=O)C(NCC2CCCO2)=CC1=O (centres undefined)	70*	-5*
Cc1cc(C)cc(OC2CCCCC2NS(=O)(=O)c2ccc(Cl)cc2)c1 (centres undefined)	101	-0.1
CCOc1ccc2nc(N(Cc3cccnc3)C(=O)c3ccco3)sc2c1	109	0.4
Cc1ccc(N(C(=O)Cn2nnc(-c3ccc(C)o3)n2)C(C(=O)NC2CCCCC2)c2ccc(F)cc2)c(C)c1 (centres undefined)	102	0.3
CCc1nc2ccccc2[nH]1	101	-0.2
C=C(C)C(=O)NNc1ccccc1	101	0.1
CC1CCN(C(=O)c2cc(=O)[nH]c3ccccc23)CC1	99	-0.4
CC(C)Oc1cccc(C(=O)NC(C)(C)C)c1	102	0
CCn1c(SC)nnc1C1CCN(C(=O)C(OC)c2ccccc2)CC1 (centres undefined)	104	0.7
CCCCOc1cccc(C(=O)Nc2sc3c(c2C(=O)OCC)CCCC3)c1	110	0.6
COc1cccc([C@H]2Nc3ccc(S(=O)(=O)Nc4ccc(C)c(C)c4)cc3[C@H]3C=CC[C@H]32)c1OC	102	0.1
O=C(O)CCNc1ncnc2sc3c(c12)CCCC3	102	0.2
CCOC1(C(F)(F)F)NC(=O)N(c2ccc(OC)cc2)C1=O (centres undefined)	102	0.1
COc1ccc(OCC(=O)Nc2ccc3oc(-c4ccncc4)nc3c2)cc1	101	0.1

The list goes on:
SMILES	Polio RdRp inh	Polio RdRp inh FP z-score
CC1CCN(S(=O)(=O)c2cc(C(=O)N3CCN(c4cccc(Cl)c4)CC3)n(C)c2)CC1	100	-1.3
CCOCCCNC(=O)c1ccc2nc(CCc3ccccc3)oc2c1	109	0.5
CCOc1ccccc1C(=O)NCCc1cn2ccc(C)cc2n1	100	-0.9
CCOC(=O)c1cc(-c2ccccc2)n(CC(=O)Nc2ccc(CC)cc2)c1C	101	-0.4
CCCc1cc(C(=O)NC2CC2)cs1	100	0
CCc1ccc(C2C(C(=O)OC)C(=O)CC(C)(O)C2C(=O)OC)cc1 (centres undefined)	105	0.7
c1ccc(C2(Cn3ccc4ccccc43)OCCO2)cc1	99	-0.4
Cc1ccc(OCC(=O)Nc2ccccc2C(=O)OCc2cc(=O)n3nc(C4CC4)sc3n2)cc1	112	1.5
CCOc1ccc(-n2c(SCC(=O)N3CCOCC3)nc3c([nH]c4ccccc43)c2=O)cc1	98	-2.3
CC(C)(C)NC(=O)CS(=O)(=O)c1ccccc1	100	-0.1
CCOc1ccc(CCNC(=O)Cc2ccc(NC(=O)N3CCSc4ncccc43)cc2)cc1	106	0.1
Cc1cc(C)cc(-n2cnc3cc(C(=O)NCCc4ccccc4)ccc32)c1	107	-0.2
CCC(C(=O)NC1CCCCC1)n1c(SCc2cccc(C)c2)nc2ccncc21 (centres undefined)	106	-0.3
CN1C(=O)/C(=C2\SC(N)=NC2=O)c2ccccc21	103	0.2
Cc1nnsc1C(=O)Oc1ccc(C#N)cc1	102	-0.2
O=C(CSc1nnc(-c2ccncc2)o1)N1c2ccccc2Sc2ccccc21	102	-0.3
N#CCCN1N=C(c2ccccc2)CC1=O	105	0.2
CCC(=O)N1CCc2cc(Br)cc(S(=O)(=O)CCC(=O)Nc3ccccc3C)c21	104	-0.4
Cc1cc(C(=O)OC(C)C(=O)Nc2ccc(Cl)cn2)c(C)o1 (centres undefined)	107	0.6
O=S(=O)(NCC(c1cccnc1)N1CCN(Cc2ccccc2)CC1)c1ccccc1 (centres undefined)	103	0.7
C(=N\c1c(-c2ccccc2)nc2n1CCS2)/c1ccccc1	99	-0.2
CC(C)(C)NC(N)=S	101	-0.3
CCCCC/C=C\C/C=C\C/C=C\C/C=C\CCCC(=O)OC(CO)CO	101&101	0&0.2
c1cc2c(cc1CNc1ccc(N3CCCC3)cc1)OCO2	105	1.1
CCN(CC(=O)N1N=C(c2ccccc2)CC1c1ccc(OC)cc1)Cc1nc2ccccc2c(=O)[nH]1 (centres undefined)	105	0.2

(listing goes on)
SMILES	Polio RdRp inh	Polio RdRp inh FP z-score
O=C(CSc1nc2ncccc2o1)Nc1cccc(C(F)(F)F)c1	110	0.8
Cc1ccc(N(CC(=O)Nc2ccccc2C(=O)NCc2ccco2)S(C)(=O)=O)cc1Cl	21*	-8.8*
O=C(/C=C/c1cn(-c2ccccc2)nc1-c1ccc(F)cc1)NCc1cccnc1	111	3.3
C=CCn1c(C(C)C)nc2ccccc21	101	-0.4
CCOC(=O)c1c(/N=C/c2c(O)n(C)c3ccccc23)sc2c1CCC2	104	0.5
O=C(CSc1nnc(-c2ccccc2)o1)N1c2ccccc2CCc2ccccc21	104	0.5
Cc1cn2c(=O)cc(COC(=O)c3ccc(NC(=O)c4ccccc4C)cc3)nc2s1	109	0.7
CCCC(=O)Nc1ccccc1OC(F)(F)F	105	0.2
Cc1cc2c(cc1S(=O)(=O)Nc1ccc(OC(F)(F)F)cc1)OCC(=O)N2	113	1.5
CCc1ccc(C2C(C(=O)Nc3ccccc3OC)=C(C)Nc3c(C(=O)Nc4ccc(C)cc4)cnn32)cc1 (centres undefined)	109	0.4
COc1ccc(C=NN2CCN(Cc3ccccc3)CC2)c(OC)c1OC	99	-0.2
Cc1cnc(C(=O)OCC(=O)c2ccc(Cl)s2)cn1	100	-0.1
COc1ccc(N=C2C(=O)N(CN3CCOCC3)c3ccccc32)cc1	104	0.5
Cc1cc2c(cc1C)NC(CC(=O)Nc1cccc(Cl)c1)C(=O)N2 (centres undefined)	105	0
CCS(=O)(=O)N1Cc2ccccc2CC1C(=O)NC1CCCCCC1 (centres undefined)	101	-0.2
COc1ccc(Br)cc1Cn1nnc(C(=O)Nc2ccc(C)cc2C)c1N	104	-0.4
Fc1ccc(CNC2CCCC2)cc1	104	0.7
Cc1ccc(NC(=O)c2ccccc2-n2cccc2)cc1	103	0.6
CC(CCc1ccccc1)NC(=O)Cn1c(=O)nc(-c2ccccc2)c2cc(Cl)ccc21 (centres undefined)	103	-0.4
O=C(Cn1ncc2c3ccccc3n(Cc3ccc(F)cc3)c2c1=O)NCc1cccs1	109	0.1
COc1ccc(C2CC(=O)Nc3ccccc3S2(=O)=O)cc1OC (centres undefined)	99	-1
O=C1CC(N2CCN(S(=O)(=O)c3cccc(C(F)(F)F)c3)CC2)C(=O)N1Cc1ccccc1 (centres undefined)	103	-0.4
O=C(NCCc1ccccc1)[C@@H]1CCCN1C(=O)c1cccs1	101	-0.5
Oc1ccccc1OCC(O)c1ccccc1 (centres undefined)	102	0
O=C1CCCc2cc(S(=O)(=O)NCC3CCN(CCc4cccs4)CC3)ccc2N1	101	-0.1
COC(=O)C(F)C(=O)OC	88*	-2.2*
Cc1ccc(C)c2[nH]c(=O)c(CCNC(=O)C(C)(C)Oc3ccc(Cl)cc3)cc12	104	0.7
COc1ccccc1NC(=O)CN1CCCN(S(=O)(=O)c2ccc(Br)cc2)CC1	103	-0.4
O=C1OCC2=C1C(c1ccc3c(c1)OCO3)Sc1ccccc1N2 (centres undefined)	100	-0.6
Cc1cccc(C)c1NC(=O)NCCc1c[nH]c2ccccc12	103	-0.6

Random excerpt: 3 entries already listed, in no set order.
SMILES	Polio RdRp inh	Polio RdRp inh FP z-score
O=C(Cn1ncc2c3ccccc3n(Cc3ccc(F)cc3)c2c1=O)NCc1cccs1	109	0.1
Oc1ccccc1OCC(O)c1ccccc1 (centres undefined)	102	0
O=C(CSc1nc2ncccc2o1)Nc1cccc(C(F)(F)F)c1	110	0.8

Some of the entries so far, in markdown:
| compound | Polio RdRp inh | Polio RdRp inh FP z-score |
| --- | --- | --- |
| Cc1ccc(C)c2[nH]c(=O)c(CCNC(=O)C(C)(C)Oc3ccc(Cl)cc3)cc12 | 104 | 0.7 |
| COc1ccccc1NC(=O)CN1CCCN(S(=O)(=O)c2ccc(Br)cc2)CC1 | 103 | -0.4 |
| O=C1OCC2=C1C(c1ccc3c(c1)OCO3)Sc1ccccc1N2 (centres undefined) | 100 | -0.6 |

Some of the compounds tested. The share of hits here may be higher or lower than overall.
